PostGolgi yeast: phenotypic screen on post-Golgi transport, primary screen | inhibition, % at 10 µM | 0.9% of 98,000 active | post-Golgi transport phenotypic cell assay;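 further: yeast cells grown in 1536-well plates; yeast grown about 18 h at 30C before absorbance read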
PostGolgi ctrl: growth inhibition of yeast control strain, primary screen, counter-screen for post-Golgi transport modulator project. 5% of 98,000 active. efflux-deficient yeast background strain, growth absorbance A615, 16 h. inhibition, % at 10 µM
HUVEC prolif 384: inhibitors of HUVEC proliferation, primary screen, cell-based, 384-well; CellTiter-Glo luminescence, 72 h; stronger effect = lower value; 1.1% of 86,000 active; AID 648, 2007; viability, % at 10 µM (by protocol);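 active means viability at or below 30%; inactive means viability above 30%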;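 further: 100% = median luminescence of DMSO-only cell control wells on each plate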
H69AR inhibit: proliferation blockers of H69AR lung cancer cells, primary screen, cell-based, human, 86K library. AID 598, 2007. viability, % at 10 µM. 6% of 85,000 active. H69AR lung tumor viability, ATP luminescence, 72 h; stronger effect = lower value;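 active means viability at or below 40%; inactive means viability above 40%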;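 further: multidrug resistant small cell line overexpressing MRP-1 efflux transporter; 100% = mean luminescence of untreated control wells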
hDAT+cocaine: changed hDAT dopamine uptake under cocaine IC80, either direction, primary screen, cocaine antagonist project, cell-based, LLC-PK1 hDAT, [14C]-dopamine uptake, MLSMR. Sodium-dependent dopamine transporter (Homo sapiens), Q01959. B-score at 10 µM. LLC-PK1 hDAT cells, [14C]-dopamine uptake with cocaine IC80; actives deviate in either direction. AID 449768, 2010. 1.3% of 110,000 active;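 active means Z score or B-score, a plate-position-corrected score, falls beyond the plate's 99.7% confidence bounds, in either direction; inactive means both scores lie inside the 99.7% bounds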;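 further: scored against the spread of the other compound wells on the same plate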
Target sequence (Q01959 whole entry, looked up): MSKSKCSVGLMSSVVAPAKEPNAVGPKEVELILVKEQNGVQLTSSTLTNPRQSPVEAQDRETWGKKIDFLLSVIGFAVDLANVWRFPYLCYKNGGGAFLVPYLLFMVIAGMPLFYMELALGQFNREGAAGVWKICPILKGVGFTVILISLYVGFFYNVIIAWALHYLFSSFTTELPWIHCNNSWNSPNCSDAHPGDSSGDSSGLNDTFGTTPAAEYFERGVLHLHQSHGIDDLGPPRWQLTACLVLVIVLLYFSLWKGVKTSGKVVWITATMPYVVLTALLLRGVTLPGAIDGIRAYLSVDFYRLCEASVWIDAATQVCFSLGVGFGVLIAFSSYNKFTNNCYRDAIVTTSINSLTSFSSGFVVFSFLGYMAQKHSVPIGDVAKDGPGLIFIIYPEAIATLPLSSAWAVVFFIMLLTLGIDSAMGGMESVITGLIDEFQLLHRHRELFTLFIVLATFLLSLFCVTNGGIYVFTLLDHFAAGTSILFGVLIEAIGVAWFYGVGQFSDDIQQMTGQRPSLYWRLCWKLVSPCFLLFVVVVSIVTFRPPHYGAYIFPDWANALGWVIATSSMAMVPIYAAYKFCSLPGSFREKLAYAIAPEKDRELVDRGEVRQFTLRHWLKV
S1P2 agonist: S1P2 receptor agonists, primary screen, cell-based; Sphingosine 1-phosphate receptor 2 (Homo sapiens), O95136; AID 729, 2007; activation, % at 4.5 µM; S1P2-expressing cell line, agonist reporter read-out; 0.46% of 97,000 active; in the data active means activation above about 16%;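 further: 0% = vehicle low control and 100% = maximal reference agonist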
Target sequence (O95136 whole entry, looked up): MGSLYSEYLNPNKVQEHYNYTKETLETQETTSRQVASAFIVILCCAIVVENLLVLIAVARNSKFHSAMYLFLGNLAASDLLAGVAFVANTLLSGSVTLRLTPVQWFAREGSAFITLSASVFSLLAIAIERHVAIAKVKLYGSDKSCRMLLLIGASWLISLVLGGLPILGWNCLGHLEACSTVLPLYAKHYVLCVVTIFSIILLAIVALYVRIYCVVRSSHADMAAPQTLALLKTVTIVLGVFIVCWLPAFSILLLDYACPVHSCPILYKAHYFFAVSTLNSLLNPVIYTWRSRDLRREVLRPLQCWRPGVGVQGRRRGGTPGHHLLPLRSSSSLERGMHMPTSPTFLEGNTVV
S1P2 blocker: human S1P2 receptor antagonists, primary screen, cell-based; Sphingosine 1-phosphate receptor 2 (Homo sapiens), O95136; cell-based S1P2 antagonist assay, inhibition at 5 uM; inhibition, % at 5 µM; 0.21% of 97,000 active; AID 736, 2007; in the data active means inhibition above about 45%;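 further: CRE beta-lactamase reporter cells expressing human S1P2 stimulated with S1P; 0% = agonist at EC80 alone and 100% = agonist plus reference antagonist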
Lung fibro prol: antiproliferative effect on LL 47 fibroblasts – human, LL 47 cells, CellTiter-Glo luminescence, primary screen | LL 47 human lung fibroblast viability, ATP luminescence; stronger effect = lower value | 1.1% of 85,000 active | viability, % at 10 µM;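 active means viability at or below 50% in the single dose screen; inactive means viability above 50%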;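 further: compound exposure lasted 72 h before the ATP readout; 100% = median luminescence of untreated cell-only wells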
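Material: Human LL 47 lung fibroblast cells | Input: 1,150 cells/well | Buffer or medium: IMEM plus 15% FBS | Compound dosing: 0.1% DMSO in all compound wells | Times: Overnight cell rest, 72 h compound treatment at 37 °C | Signal: CellTiter-Glo luminescence measuring cellular ATP | Measure: % viability versus median cells-only luminescence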
Ecoli WT expand: growth inhibitors of wild-type E. coli, primary screen, strain BW25113, expanded library, OD600; growth inhibition, % at 100 µM; OD600 absorbance; 0.15% of 98,000 active;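 active means growth inhibition above about 50% at one test dose, limit read from the data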;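 further: growth measured after 20 h incubation at 37 °C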
An asterisk follows results filed as active; . = not tested or not shown; & = joins results of further samples. Unless noted, no stated cut-off is given here; in the data, active means inhibition above about 30%; inactive means the rest.

SMILES	PostGolgi yeast	PostGolgi ctrl	HUVEC prolif 384	H69AR inhibit	hDAT+cocaine	S1P2 agonist	S1P2 blocker	Lung fibro prol	Ecoli WT expand
CCCC(=O)C1C(=O)CC(CC(C)SCC)CC1=O (configuration not stated)	-11	6	88	90	-0.035	-3	-3	96	1
Cc1ccc2oc(=O)c3cnn(CC(=O)NC4CCN(Cc5ccccc5)CC4)c3c2c1	-4	12	99	81	.	-6	12	97	2
Cc1nn(Cc2ccc(Cl)cc2)c(C)c1NC(=O)c1cc(-c2ccco2)on1	-4	10	86	96	.	-8	9	95	0
Cc1ccc(C(=O)N2CCN(c3ncnc4c3cnn4-c3ccccc3)CC2)cc1	.	.	84	21*	0.31	-7	4	99	.
N#CC(C(=O)NCCc1ccccc1)c1nc2ccccc2nc1N1CCOCC1 (configuration not stated)	15	23	79	85	0.33	0	-11	99	-5
Cc1ccc2oc(=O)c3cnn(CC(=O)N4CCc5ccccc5C4)c3c2c1	0	12	88	89	0.99	.	.	104	-3
COC(=O)/C=C1/N/C(=N\c2nc(C)cc(C)n2)N(c2ccc(C)c(C)c2)C1=O	-6	4	.	.	-1.2	-6	22	.	-1
COc1ccc(OC)c(C(=O)N2CCC(C(=O)c3ccc(F)cc3)CC2)c1	.	.	100	78	0.062	-8	-2	99	.
Clc1ccc2c(c1)C(N1CCNCC1)Cc1ccccc1S2 (configuration not stated)	.	.	2.3*	2.0*	0.45	-7	-14	2.4*	.
O=C(c1sc2ccccc2c1Cl)N(Cc1ccco1)C1CCS(=O)(=O)C1 (configuration not stated)	-6	12	99	102	0.86	-6	15	98	-2
C=C(C)CC(NCc1ccco1)c1ccc(OC)cc1 (configuration not stated)	31*	10	102	86	0.49	-6	1	101	5
CC(C)(C)C1=Nn2c(nnc2C2CCCCC2)SC1	10	9	115	95	1.1	-1	-28	93	9
COC(=O)c1sccc1NC(=O)CSc1cc(Cl)ccc1Cl	-19	17	.	.	-0.67	-4	-37	.	-9
CCO/C=C1/C(=O)N(C)C(=O)c2cc(OC)ccc21	-4	-3	.	.	0.37	2	3	.	-5
O=C(Nc1c(F)cc(F)cc1Br)c1cc(-c2ccc(O)cc2)on1	11	28	79	96	0.61	-4	15	104	22
Cc1c(C(C)O)nnn1-c1nonc1N (configuration not stated)	2	-1	99	96	-1	2	-10	106	-2
COc1cc(OC)c(OC)cc1CNC1CCCCCC1	1	10	89	90	0.99	-5	0	96	4
CCOC(=O)c1cnc(-n2cc(C)cn2)nc1Nc1ccccc1OC	-2	6	100	62	-0.037	-4	-11	87	2
Cc1nc(N2CCN(c3ccccc3)CC2)[nH]c(=O)c1Cc1ccccc1	1	-2	62	86	0.2	.	.	79	-1
Cc1cccc(CC(=O)Nc2cc(C)c3c(=O)oc4ccccc4c3n2)c1	-5	2	62	12*	-0.74	-4	-33	87	-6
Cn1cccc1Cc1nnc(SCC(=O)NCCc2ccccc2)n1-c1ccc(F)cc1	8	2	100	86	0.13	-5	14	94	6
CCOc1ccc2nc(NCCCO)[nH]c2c1	.	.	90	89	0.093	-1	-2	94	.
Cc1nnc(N(Cc2ccccc2)C(=O)c2cnccn2)s1	-5	4	96	101	0.84	-3	7	95	12
Cc1cc(C)n(-c2nnc(C)n2/N=C/c2ccco2)n1	2	0	110	95	-0.36	-7	-2	100	-1
COc1ccc(OC)c(C2C(C#N)=C(N)Oc3cc(N)ccc32)c1 (configuration not stated)	-8	5	.	.	0.033	.	.	.	-2
COc1ccc(C2C(C(=O)Nc3cc(C)on3)c3ccccc3C(=O)N2C)cc1OC (configuration not stated)	0	12	98	91	-0.033	-1	17	89	1
CCCCNC(=O)C1CC(=O)N(c2ccc(OC)cc2)C1c1ccc(OC)cc1 (configuration not stated)	0	6	90	90	-0.69	-12	1	101	2
NC(=O)CCN(Cc1ccccc1)S(=O)(=O)c1ccccc1	7	6	105	91	-0.02	-8	23	101	-8
COc1ccccc1OCc1ccc(C(=O)N2CCN(C(=O)c3ccco3)CC2)cc1	10	-7	95	98	.	-1	-5	102	7
Cc1c(C(=O)NCCc2ccccc2)oc2ccc(S(=O)(=O)N3CCOCC3)cc12	1	0	90	69	-0.68&-0.038	.	.	98	-8

An excerpt from above in order of their number in S1P2 agonist, falling.
compound	PostGolgi yeast	hDAT+cocaine	S1P2 agonist	S1P2 blocker
COc1ccccc1OCc1ccc(C(=O)N2CCN(C(=O)c3ccco3)CC2)cc1	10	.	-1	-5
Cc1cccc(CC(=O)Nc2cc(C)c3c(=O)oc4ccccc4c3n2)c1	-5	-0.74	-4	-33
Cn1cccc1Cc1nnc(SCC(=O)NCCc2ccccc2)n1-c1ccc(F)cc1	8	0.13	-5	14

Following part.
SMILES	PostGolgi yeast	PostGolgi ctrl	HUVEC prolif 384	H69AR inhibit	hDAT+cocaine	S1P2 agonist	S1P2 blocker	Lung fibro prol	Ecoli WT expand
Cc1ccc(CNS(=O)(=O)N(C)C)cc1	8	2	100	107	-0.72	-2	5	104	1
Cc1cc2nc(CCN3CCOCC3)n(S(=O)(=O)c3ccc(C(C)(C)C)cc3)c2cc1C	.	.	86	85	-1	-4	-23	88	.
CC(CN1CCN(C)CC1)OC(=O)c1ccc(Cl)cc1 (configuration not stated)	4	1	96	95	0.042	-1	7	97	-9
O=C1CC(C(F)(F)C(F)(F)C(F)(F)C(F)(F)F)=Nc2ccccc2N1	0	17	115	93	1.1	-9	-2	93	5
Cc1ccc(C(=O)CSC2=NC(N)=C(C#N)C3(CCCCC3)C2C(N)=O)cc1 (configuration not stated)	3	1	89	70	1.8	.	.	98	-4
CC(C)C(NC(=O)C(c1ccccc1)c1ccccc1)c1nc2ccccc2[nH]1 (configuration not stated)	-1	3	.	.	-0.97	-3	6	.	-11
Cc1nc2c3cnn(-c4ccc(C)c(C)c4)c3ncn2n1	2	25	95	95	0.02	-6	6	105	2
CC1CCCC(NC(=O)CC2Nc3ccccc3NC2=O)C1C (configuration not stated)	12	2	101	77	.	-5	17	96	6
CCC(=O)N1CCc2cc(OC)c(OC)cc2C1COc1ccc(C(=O)OC)cc1 (configuration not stated)	8	12	103	83	0.22	16	-24	85	1
O=C(Nc1nc2ccc(F)cc2s1)C1CCCO1 (configuration not stated)	-3	5	97	97	-0.12	-5	11	111	3
CCOC(=O)C1CCCN(C(=O)Cn2nc(Cc3cccnc3)c3ccccc3c2=O)C1 (configuration not stated)	-1	8	99	89	-0.37	-7	7	106	5
CCOC(=O)c1cnc(SCC(=O)Nc2cc(OC)cc(OC)c2)nc1N	-20	8	88	81	0.81	-5	-9	89	-9
c1coc(-c2nc3nc4ccccc4nc3n2CC2CCCO2)c1 (configuration not stated)	-4	2	90	69	.	2	-26	87	8
COc1ccc(N(Cc2ccccc2)S(=O)(=O)c2cccc(C(=O)NC3=NCCS3)c2)cc1	1	24	78	70	1.4	-5	13	100	-10
CCN1CCc2c(sc(NC(=O)c3ccc(S(=O)(=O)N4CCOCC4)cc3)c2C(=O)OC)C1	19	19	82	78	.	-3	-31	96	-11
Cn1c(=O)c2c(nc(CN3CCN(C(=O)c4ccco4)CC3)n2Cc2ccc(F)cc2)n(C)c1=O	-3	16	93	57	-0.064	-6	-5	101	3
COc1cccc(-c2nc(-c3ccc(NC(=O)Cc4ccccc4OC)cc3)no2)c1	8	-2	101	107	-0.73	-7	4	97	1
CCOC(=O)c1ccc(NC(=O)N2CC(C)OC(C)C2)cc1 (configuration not stated)	6	5	92	78	-0.015	1	-16	97	14

Of the compounds above, these contain four or more nitrogen atoms:
SMILES	PostGolgi yeast	PostGolgi ctrl	HUVEC prolif 384	H69AR inhibit	hDAT+cocaine	S1P2 agonist	S1P2 blocker	Lung fibro prol	Ecoli WT expand
Cc1ccc2oc(=O)c3cnn(CC(=O)NC4CCN(Cc5ccccc5)CC4)c3c2c1	-4	12	99	81	.	-6	12	97	2
Cc1nn(Cc2ccc(Cl)cc2)c(C)c1NC(=O)c1cc(-c2ccco2)on1	-4	10	86	96	.	-8	9	95	0
Cc1ccc(C(=O)N2CCN(c3ncnc4c3cnn4-c3ccccc3)CC2)cc1	.	.	84	21*	0.31	-7	4	99	.
N#CC(C(=O)NCCc1ccccc1)c1nc2ccccc2nc1N1CCOCC1 (configuration not stated)	15	23	79	85	0.33	0	-11	99	-5
COC(=O)/C=C1/N/C(=N\c2nc(C)cc(C)n2)N(c2ccc(C)c(C)c2)C1=O	-6	4	.	.	-1.2	-6	22	.	-1
CC(C)(C)C1=Nn2c(nnc2C2CCCCC2)SC1	10	9	115	95	1.1	-1	-28	93	9
Cc1c(C(C)O)nnn1-c1nonc1N (configuration not stated)	2	-1	99	96	-1	2	-10	106	-2
CCOC(=O)c1cnc(-n2cc(C)cn2)nc1Nc1ccccc1OC	-2	6	100	62	-0.037	-4	-11	87	2
Cc1nc(N2CCN(c3ccccc3)CC2)[nH]c(=O)c1Cc1ccccc1	1	-2	62	86	0.2	.	.	79	-1
Cn1cccc1Cc1nnc(SCC(=O)NCCc2ccccc2)n1-c1ccc(F)cc1	8	2	100	86	0.13	-5	14	94	6
Cc1nnc(N(Cc2ccccc2)C(=O)c2cnccn2)s1	-5	4	96	101	0.84	-3	7	95	12
Cc1cc(C)n(-c2nnc(C)n2/N=C/c2ccco2)n1	2	0	110	95	-0.36	-7	-2	100	-1
Cc1ccc(C(=O)CSC2=NC(N)=C(C#N)C3(CCCCC3)C2C(N)=O)cc1 (configuration not stated)	3	1	89	70	1.8	.	.	98	-4
Cc1nc2c3cnn(-c4ccc(C)c(C)c4)c3ncn2n1	2	25	95	95	0.02	-6	6	105	2
CCOC(=O)C1CCCN(C(=O)Cn2nc(Cc3cccnc3)c3ccccc3c2=O)C1 (configuration not stated)	-1	8	99	89	-0.37	-7	7	106	5
CCOC(=O)c1cnc(SCC(=O)Nc2cc(OC)cc(OC)c2)nc1N	-20	8	88	81	0.81	-5	-9	89	-9
c1coc(-c2nc3nc4ccccc4nc3n2CC2CCCO2)c1 (configuration not stated)	-4	2	90	69	.	2	-26	87	8
Cn1c(=O)c2c(nc(CN3CCN(C(=O)c4ccco4)CC3)n2Cc2ccc(F)cc2)n(C)c1=O	-3	16	93	57	-0.064	-6	-5	101	3

Compound activity (PubChem BioAssay)

Outcome played no part in choosing rows, and some 11% of all compounds hit somewhere here.
